# Compound activity: PubChem, National Center for Advancing Translational Sciences (NCATS)
# Giardia FBPA inh: qHTS Assay for Inhibitors of Fructose-1,6-bisphosphate Aldolase from Giardia Lamblia; A8B2U2; purified Giardia FBPA; Potency, µM (titrated, usually from 59.6 µM), for the others: at the top dose activity, negative = inhibition, usual class: inhibitors; actives 0.71% (n = 290,000); further: potency means the concentration at half of the fitted maximal effect; nearly all actives have a fitted effect of over 55% in size
# Target sequence (A8B2U2 whole entry, looked up): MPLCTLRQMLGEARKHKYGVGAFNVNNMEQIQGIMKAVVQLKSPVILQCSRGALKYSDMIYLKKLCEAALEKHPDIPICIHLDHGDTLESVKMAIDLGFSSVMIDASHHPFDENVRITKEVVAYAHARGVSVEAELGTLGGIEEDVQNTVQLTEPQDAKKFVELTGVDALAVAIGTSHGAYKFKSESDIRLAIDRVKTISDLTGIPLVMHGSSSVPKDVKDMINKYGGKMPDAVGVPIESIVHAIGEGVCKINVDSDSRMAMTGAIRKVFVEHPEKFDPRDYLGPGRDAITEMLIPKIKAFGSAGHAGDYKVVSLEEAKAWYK
#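 Giardia FBPA (40 nM reagent) was preincubated 10 min at RT with compound (up to 57.5 uM final), then substrate plus GAPDH/TPI/NAD/arsenate coupling system with diaphorase/resazurin was added; resorufin fluorescence (525/598 nm) was read after 20 min.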
# Sm TGR block: qHTS Assay for the Inhibitors of Schistosoma Mansoni Peroxiredoxins; purified TGR, DTNB reduction, TNB absorbance 405 nm; Potency, µM (series often up to 114 µM), for inactives: top-dose activity change, negative = inhibition, most hits filed as inhibitors; actives 3% (n = 360,000); AID 485364, 2010; Schistosoma mansoni thioredoxin glutathione reductase (TGR), Q962Y6; further: potency means the concentration at half of the fitted maximal effect; nearly all actives have a fitted effect of over 60% in size
#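 First, TGR (20 nM dispensed) and NADPH were mixed with compound. Second, a 15 min room-temperature incubation followed. Third, further NADPH and then DTNB were added to start the reaction. Finally, TNB absorbance was monitored kinetically.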
# HCV inhibitor: qHTS Assay for Inhibitors of Hepatitis C Virus (HCV); actives 3.4% (n = 340,000); Huh7.5.1 HCVcc-Cre infection, luciferase reporter, 44 h; AID 651820, 2012; Potency, µM (doses to about 41.8 µM), for the others: top-dose activity change, negative = inhibition, hits mostly inhibitors; further: potency means the concentration at half of the fitted maximal effect
#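 Whole-lifecycle infectious HCVcc-Cre system; cells 1,000/well, compound then virus (~0.5 moi) added 4 h after plating, 44 h culture. Luciferase read 15 sec following 15 min substrate incubation, room temp.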
# HCMV antiviral: qHTS Assay for inhibitors of the human cytomegalovirus (HCMV); HFF cells, HCMV-luciferase reporter, 72 h; stronger effect = lower value; activity change, negative = inhibition, % at 57.5 µM; actives 4.5% (n = 410,000); AID 1259415, 2018; in the data active means activity change below about -60%; inconclusive means no clear call, values can overlap the other calls; inactive means above about -39%
#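 Steps: HFFs plated, 16 h 37C; compounds added; HCMV-luciferase added to MOI 1 PFU/cell; 72 h 37C; OneGlo reagent, 5 min room temperature; luminescence read, normalized to controls.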
# AmpC inh detg: qHTS Inhibitors of AmpC Beta-Lactamase (assay with detergent); Potency, µM (top dose mostly 114 µM), for the others: at the top dose activity change, negative = inhibition, actives largely listed as inhibitors; AID 485294, 2010; actives 0.041% (n = 370,000); AmpC hydrolysis of nitrocefin, absorbance 480 nm, 0.01% Triton; P00811;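 further: potency means the concentration at half of the fitted maximal effect; 0% = no-compound wells and -100% = no-enzyme wells; nearly all actives have a fitted effect of over 25% in size; some results filed as inactive show a strong effect at the top dose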
# Target sequence (P00811 whole entry, looked up): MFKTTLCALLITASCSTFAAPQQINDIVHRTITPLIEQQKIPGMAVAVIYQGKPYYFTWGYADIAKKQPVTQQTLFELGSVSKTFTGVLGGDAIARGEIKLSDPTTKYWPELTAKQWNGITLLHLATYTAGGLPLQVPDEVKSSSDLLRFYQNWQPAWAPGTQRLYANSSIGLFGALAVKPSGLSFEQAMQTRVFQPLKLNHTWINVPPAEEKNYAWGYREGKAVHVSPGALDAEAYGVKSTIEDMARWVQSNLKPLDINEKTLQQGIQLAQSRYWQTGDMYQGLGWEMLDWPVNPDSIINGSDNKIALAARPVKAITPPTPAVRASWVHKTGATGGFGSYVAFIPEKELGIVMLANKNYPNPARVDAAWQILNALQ
#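 AmpC (5.3 nM in the dispensed reagent) in 20 mM phosphate pH 7.0 with 0.01% (detergent screen) or 0.0001% Triton X-100 was preincubated with compounds for 15 min at room temperature. Nitrocefin was then added from an 800 uM solution, and hydrolysis was followed at 480 nm.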
# AmpC inh no detg: qHTS Inhibitors of AmpC Beta-Lactamase (assay without detergent); actives 0.52% (n = 330,000); AmpC nitrocefin hydrolysis, absorbance 480 nm, 0.0001% Triton; AID 485341, 2010; Potency, µM (top dose mostly 57.1 µM), without a hit: at the highest dose activity change, negative = inhibition, actives largely listed as inhibitors;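 further: potency means the concentration at half of the fitted maximal effect; plate controls were no compound for no effect and no enzyme for full effect; nearly all actives have a fitted effect of over 20% in size; some results filed as inactive show a strong effect at the top dose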
#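 AmpC (5.3 nM in the dispensed reagent) in 20 mM phosphate pH 7.0 with 0.01% (detergent screen) or 0.0001% Triton X-100 was preincubated with compounds for 15 min at room temperature. Nitrocefin was then added from an 800 uM solution, and hydrolysis was followed at 480 nm.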
# * marks the source's active call; other numbers are inactive results; ? = inconclusive; . = not tested or not shown; & = joins results of further samples; [ ] = dose if it differs, or a comment. Unless noted, the call rests on the fitted dose curve; in most records, active means well fitted curve in the direction sought with a large enough effect; inconclusive means small, poorly fitted or top-dose-only effect, or another doubt; inactive means no such curve, though single readings can be large; an effect the other way counts as inactive or inconclusive. Unless noted, on the % scale 0 is the no-effect control and ±100 the full control effect.
1: COc1ccc(-c2cnc(C)o2)cc1S(=O)(=O)Nc1ccc(NC(C)=O)cc1
2: Cc1ccc(Cl)cc1N1CCN(C(=O)CN2C(=O)c3cccc4cccc2c34)CC1
3: CC(C)c1cc(C(F)(F)F)n2nc(C(=O)Nc3ccc4c(c3)OCO4)cc2n1
4: CC1CCCN(C(=S)SCC(=O)O)C1 (stereo unspecified)
5: CCNC(=S)NNC(=O)CSc1nc2ccccc2n1C
6: Cc1cc(/C=C2/C(=N)N3C(=NC2=O)SN=C3S(C)(=O)=O)c(C)n1-c1ccc(F)cc1
7: O=C(Nc1ccccc1)C1=C(c2ccccc2)S(=O)(=O)CCS1(=O)=O
8: Cn1c(=O)n(-c2ccccc2)c(=O)c2c3c(sc21)COC(C)(C)C3

screen / no.,1,2,3,4,5,6,7,8
Giardia FBPA inh,.,-19%,-1%,16%,-21%,13%,-5%,-1%
Sm TGR block,9%,-2%,0%,-4%,0%,-10%,0.25µM*,0%
HCV inhibitor,.,13%,13µM*,14%,25%,10%,?,7%
HCMV antiviral,5,-3,87,-27,-33,62,-93*,13
AmpC inh detg,11%,6%,-18%,?,1%,-2%,-3%,-22%
AmpC inh no detg,.,-28%,18%,-11%,-7%,-37%,-34%,-16%

9: CCCc1nnc(NC(=O)CCC(=O)N2CCN(C3c4ccccc4-c4ccccc43)CC2)s1
10: CCOc1ccccc1NC(=O)c1c(NCc2cccs2)sc2c1CCCCC2
11: Cc1ccc(C(=O)OCC(=O)N(C)c2ccccc2)cc1C
12: CC(C)CNC(=O)c1cccc(Cn2cc(Cl)cn2)c1
13: COc1cc(C(=O)NCc2ccco2)c(Br)c(OC)c1OC
14: CCCCCCCC/C=C\CCCCCCCC(=O)NCCO
15: Cc1cc(=O)[nH]c(SCC(=O)Nc2ccc(Br)cc2)n1
16: CCCOc1ccc(-c2nc(N3CCN(CC)CC3)c3ccccc3n2)cc1

screen / no.,9,10,11,12,13,14,15,16
Giardia FBPA inh,8%,.,13%,6%,4%,-2%&0%&-17%,-8%,9%
Sm TGR block,-16%,7%,-4%,3%,9%,-18%,16%,12%
HCV inhibitor,7%,.,-2%,-3%,-16%,3%,-26%,?
HCMV antiviral,-22,?,-18,38,4,1,-35,?
AmpC inh detg,-1%,-4%,?,-1%,3%,?,?,-1%
AmpC inh no detg,-16%,.,3%,-11%,-8%,0%,-10%,152%[activator]

17: COc1ccccc1OCCSc1nc(-c2ccc(C(C)(C)C)cc2)nc2cc(=O)[nH]n12
18: CCCCCCC(=O)N(O)C1CC(=O)N(Cc2ccccc2)C1=O (stereo unspecified)
19: CCCc1[nH]nc2c1C(c1ccoc1)C(C#N)=C(N)O2 (stereo unspecified)
20: Cc1csc(NC(=O)Nc2ccc(Cl)cc2)n1
21: CCN(CC(=O)Nc1ccc(C(=O)OC)cc1)C1CCCCC1
22: CCOc1ccc(CN(C)C(=O)c2ccc(S(=O)(=O)N(C)c3ccccc3OC)cc2)cc1
23: Cc1cccc(-c2nc(CSc3nc4c(c(=O)[nH]3)CCC4)c(C)o2)c1
24: O=C(CN1CCCCC1)Nc1cccc([N+](=O)[O-])c1

screen / no.,17,18,19,20,21,22,23,24
Giardia FBPA inh,.,-5%,-12%,-3%,7%,.,-6%,-6%
Sm TGR block,1%,?,-6%,12%[11.4 µM],-12%,-14%,-9%,2%
HCV inhibitor,.,-7%&-7%,27%,-13%,7%,11µM*,-12%[8.37 µM],-7%
HCMV antiviral,-26,48,?,15,-24,?,1,8
AmpC inh detg,0%,?,-2%,-7%,-11%,-8%,?,-8%
AmpC inh no detg,.,-44%,-17%,-33%,-13%,68%[activator],-24%,-15%

# Record cards, as listed above:
# `CCCCCCC(=O)N(O)C1CC(=O)N(Cc2ccccc2)C1=O` (stereo unspecified) across the screens: Giardia FBPA inh = -5%; Sm TGR block = ?; HCV inhibitor = -7%&-7%; HCMV antiviral = 48; AmpC inh detg = ?; AmpC inh no detg = -44%
# `COc1ccccc1OCCSc1nc(-c2ccc(C(C)(C)C)cc2)nc2cc(=O)[nH]n12` across the screens: Giardia FBPA inh = .; Sm TGR block = 1%; HCV inhibitor = .; HCMV antiviral = -26; AmpC inh detg = 0%; AmpC inh no detg = .

# Further compounds follow:
25: CCc1nnc(NS(=O)(=O)c2ccc(NC(=S)NC(=O)/C=C/c3ccc(F)cc3)cc2)s1
26: COc1ccccc1OCC(=O)NNC(=O)c1cccs1
27: O=C(CNc1cc(S(=O)(=O)N2CCOCC2)ccc1NCC1CCCO1)Nc1ccc(F)c(F)c1 (stereo unspecified)
28: Cc1noc(C)c1NC(=O)N(C)C[C@H]1Oc2ccc(NS(=O)(=O)c3ccc(F)cc3)cc2C(=O)N([C@H](C)CO)C[C@@H]1C
29: O=C(NC1CCCCC1)C(c1ccc2ncccc2c1)N(Cc1ccc2c(c1)OCO2)C(=O)c1ccc2c(c1)OCCO2 (stereo unspecified)
30: O=C(c1ccc2c(c1)OCO2)N1CCN(S(=O)(=O)c2ccc(Br)cc2Cl)CC1
31: CCOc1ccc(C2C(=O)N(C3CCCCC3)CC(=O)N2Cc2ccccc2OC)cc1OC (stereo unspecified)
32: Cc1ccc(S(=O)(=O)n2nc(OC(=O)c3ccccc3C)cc2N)cc1

screen / no.,25,26,27,28,29,30,31,32
Giardia FBPA inh,-2%,6%,.,.,-3%,.,.,-2%
Sm TGR block,?,-22%,-27%,.,-5%,-3%,-8%,-8%
HCV inhibitor,25%,-4%,-5%,16%,?,-4%,.,2%
HCMV antiviral,15,-13,28,12,-24,-21,-19,-10
AmpC inh detg,-6%,3%,7%,.,-17%,-3%,-1%,-14%
AmpC inh no detg,-44%,-21%,26%,-17%,64%[activator],9%,.,32µM*

33: Cc1cccc(C(=O)NNC(=O)c2csc(N3CCOCC3)n2)c1C
34: CCOC(=O)C1CCN(C(=O)c2ccc(S(=O)(=O)Nc3ccccc3OC)cc2)CC1
35: Cc1cc(C)c(NC(=O)Cc2ccc(-n3c(C)nc4cccnc43)cc2)c(C)c1
36: CCCN(N=Nc1cccc([N+](=O)[O-])c1)c1cccc([N+](=O)[O-])c1
37: CC(OC(=O)Cc1coc2ccc3ccccc3c12)C(=O)NC(N)=O (stereo unspecified)
38: O=C(CN1C(=O)NC2(CCOc3ccccc32)C1=O)c1ccc(Br)cc1 (stereo unspecified)
39: CCOc1ccc(CC(=O)OCc2cc(=O)n3cc(Br)ccc3n2)cc1
40: Cc1ccccc1N1C(=O)/C(=C/c2ccco2)C(=O)NC1=S

screen / no.,33,34,35,36,37,38,39,40
Giardia FBPA inh,.,.,.,-1%,-6%,.,2%,?
Sm TGR block,4%,4%,-6%,50µM*,-30%,6%,9%,45µM*
HCV inhibitor,1%,?,.,1.1µM*,-17%,-1%,-11%,.
HCMV antiviral,0,-9,0,34,-29,19,-35,.
AmpC inh detg,-14%,?,?,0%,4%,4%,5%,45µM*
AmpC inh no detg,-13%,87%[activator],.,-30%,-22%,-10%,-6%,7.1µM*

41: COc1ccc(C(=O)CN2C(=O)NC3(CCCc4ccccc43)C2=O)c(OC)c1 (stereo unspecified)
42: CC(C)CN(CC(C)C)c1nnc(N)s1
43: COc1cc(OC)c(NC(=O)Nc2sc3nc4n(c(=O)c3c2C)CCC(C)CC4)cc1Cl (stereo unspecified)
44: Cc1cc(Nc2ccccc2)c2c([N+](=O)[O-])cc(C)c(C)c2n1
45: CCN1CCN(C2=CC3=CC(=C(C#N)C#N)CCC3CC2)CC1 (stereo unspecified)
46: C/C(=N/OC(=O)c1c(-c2c(Cl)cccc2Cl)noc1C)c1cnccn1
47: COC(=O)c1cc(NS(=O)(=O)c2ccc(Cl)c(N3C(=O)c4ccc(C(=O)O)cc4C3=O)c2)cc(C(=O)OC)c1
48: Cc1c(Cl)c([N+](=O)[O-])nn1CC(=O)NCC(C)C

screen / no.,41,42,43,44,45,46,47,48
Giardia FBPA inh,.,-1%,.,4%,-7%,-5%,21%,8%
Sm TGR block,3%,-12%,-1%,0%,?,9%,-13%,.
HCV inhibitor,.,-9%[8.37 µM],.,?,-17%,10%,13%,-16%
HCMV antiviral,-14,19,4,-81*,.,-36,79,32
AmpC inh detg,7%,-12%,23%,?,14%,4%,-6%,-4%
AmpC inh no detg,78%[activator],-20%,.,-33%,24%,58%,-36%,0%

49: Oc1ccccc1Nc1nc2ccccc2n2nnnc12
50: COc1ccc(C(=O)NCC(c2ccco2)S(=O)(=O)c2ccc(F)cc2)cc1 (stereo unspecified)
51: CCOc1ccc2oc(C(=O)NC3CC(C)(C)NC(C)(C)C3)c(C)c2c1
52: COc1cc(CNCc2cccs2)ccc1OCc1ccccc1
53: CC(C)(C)c1ccc(C(=O)N2CCN(CCc3ccccn3)CC2)cc1
54: CCOC(=O)c1[nH]c(C)c(CN(CCc2ccccc2)S(C)(=O)=O)c1C
55: O=C(CCc1ccccc1)NC1CCS(=O)(=O)C1 (stereo unspecified)
56: COc1ccc(-c2cn(Cc3ccc(C(=O)c4ccccc4)cc3)nn2)cc1

screen / no.,49,50,51,52,53,54,55,56
Giardia FBPA inh,.,.,1%,-3%,.,1%,.,-2%
Sm TGR block,5%,-12%,2%,-15%,1%,-3%,0%,33%
HCV inhibitor,.,.,13µM*,?,.,?,4%,-12%[8.37 µM]
HCMV antiviral,142,-12,-4,-31,3,4,8,-82*
AmpC inh detg,19%,-2%,5%,2%,18%,-1%,2%,8%
AmpC inh no detg,.,.,24%,-2%,.,2%,-18%,-17%

57: CC(C)Oc1ccc(N2CC(C(=O)OCC(=O)NCc3ccccc3)CC2=O)cc1 (stereo unspecified)
58: Cc1nc2ccc(Br)cn2c1NC(C)(C)C
59: COc1ccccc1-c1ccc(C(=O)O)o1
60: Cc1ccc(NC(=O)c2cccc(-n3cnnn3)c2)cc1Cl
61: COc1ccc(CCC(=O)NC(C)C2CCCO2)cc1 (stereo unspecified)

screen / no.,57,58,59,60,61
Giardia FBPA inh,-2%,0%,8%,.,9%
Sm TGR block,3%,-7%,-29%,-18%,0%
HCV inhibitor,16%,-20%,13%,-23%,11%
HCMV antiviral,18,-35,54,27,4
AmpC inh detg,?,-7%,2%,-4%,-10%
AmpC inh no detg,23%,-13%,-14%,-33%,-10%

# Quoted from above: entries 57–58
57: CC(C)Oc1ccc(N2CC(C(=O)OCC(=O)NCc3ccccc3)CC2=O)cc1 (stereo unspecified)
58: Cc1nc2ccc(Br)cn2c1NC(C)(C)C

screen / no.,57,58
Giardia FBPA inh,-2%,0%
Sm TGR block,3%,-7%
HCV inhibitor,16%,-20%
HCMV antiviral,18,-35
AmpC inh detg,?,-7%
AmpC inh no detg,23%,-13%
